Wnt bcat act: Wnt/beta-catenin pathway activators, primary screen, cell-based, plate reader, single point; Wnt/beta-catenin reporter cell assay, activator; activation, % at 9.35 µM; 1.2% of 300,000 active; AID 743398, 2014; in the data active = activation above about 30%, passing the limit was not always enough; inconclusive = no clear call, values can overlap the other calls;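 note: 0% = neutral control wells and 100% = positive control wells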
HTR5A ag ctr: HTR5A agonists in luminescence cell assay, primary screen, counter-screen for OPRM1-OPRD1 heterodimer agonist project, full-deck HTS. 5-hydroxytryptamine receptor 5A (Homo sapiens), P47898. AID 504692, 2011. 0.61% of 340,000 active. cell-based. activation, % at 9.3 µM; in the data active = activation mostly above about 9.5%, no sharp cut-off; inactive = mostly below about 7.6%;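 note: 0% = cells with vehicle only and 100% = reference agonist; strong numbers were not always called active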
Target sequence (P47898 whole entry, looked up): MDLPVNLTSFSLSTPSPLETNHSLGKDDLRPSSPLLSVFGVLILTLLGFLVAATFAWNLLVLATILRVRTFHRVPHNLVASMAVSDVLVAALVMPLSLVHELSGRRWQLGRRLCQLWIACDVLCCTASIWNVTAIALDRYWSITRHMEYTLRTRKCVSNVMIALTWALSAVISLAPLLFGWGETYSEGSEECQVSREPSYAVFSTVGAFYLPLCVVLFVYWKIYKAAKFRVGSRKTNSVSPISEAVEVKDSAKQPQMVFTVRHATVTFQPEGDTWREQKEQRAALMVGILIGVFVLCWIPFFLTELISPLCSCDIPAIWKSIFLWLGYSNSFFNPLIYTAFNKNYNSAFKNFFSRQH
SR-BI HDL uptake: inhibitors of SR-BI mediated HDL lipid uptake, primary screen, ldlA[mSR-BI] cells, fluorescence, single point; Scavenger receptor class B member 1 (Mus musculus), Q61009; ldlA[mSR-BI] CHO cells, DiI-HDL uptake fluorescence, 3 h; inhibition, % at 12.5 µM; 0.96% of 320,000 active;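 active = mean replicate inhibition of at least 70% and a set share of replicates each scoring 70 or more; inconclusive = meets just one of the two criteria; inactive = fails both criteria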;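 note: 0% = median of neutral control wells and 100% = median of positive control wells; values of inactives mirror those of a sister screen read the other way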
PvdQ acylase: P. aeruginosa PvdQ acylase inhibitors, primary screen, biochemical, fluorescence, plate reader and imaging, single point; PvdQ acylase [Pseudomonas aeruginosa LESB58]; purified PvdQ acylase; inhibition, % at 10 µM; 0.063% of 340,000 active; in the data active = inhibition above about 30%, passing the limit was not always enough; inconclusive = no clear call, values can overlap the other calls;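 note: 0% = vehicle neutral wells and 100% = reference inhibitor wells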
MITF TRPM1 HTS: activators of MITF-driven TRPM1 promoter reporter, primary screen, cell-based, SK-MEL-5, luciferase, single point | 0.75% of 300,000 active | activation, % at 12.5 µM | AID 588334, 2011 | SK-MEL-5 TRPM1-promoter luciferase, 24 h; % of positive control, neutral wells = 0;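 active = mean activation of at least 80% with every replicate also reaching 80%; inconclusive = mean reaches 80% but some replicate falls short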;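 note: 0% = neutral control wells and 100% = parthenolide positive control wells; values of inactives mirror those of a sister screen read the other way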
dFosB act: activators of delta FosB homodimer, primary screen, biochemical, fluorescence polarization, TAMRA-CDK5 oligo, single point. Protein FosB (Mus musculus), P13346. purified delta FosB; percent of positive-control signal above neutral wells. activation, % at 25 µM. 0.99% of 340,000 active. AID 493131, 2011;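 active = mean activation above about 17%, with every replicate also reaching it, limit read from the data, passing the limit was not always enough; inconclusive = only one of the two conditions met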;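 note: fluorescence polarization rise as delta FosB binds a TAMRA Cdk5 AP-1 oligo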
NSD2 inh: NSD2 histone methyltransferase inhibitors, primary screen, biochemical, AlphaScreen, single concentration, set 2 | Histone-lysine N-methyltransferase NSD2 (Homo sapiens), O96028 | NSD2 peptide methylation, 120 min | inhibition, % at 12.5 µM | 0.54% of 310,000 active | AID 743445, 2014; in the data active = inhibition above about 50%
V-ATPase pHluor: regulators of yeast V-ATPase proton pumping, primary screen, pHLuorin cytosolic pH fluorescence; response, % at 10 µM; S. cerevisiae; 0.37% of 350,000 active; AID 504577, 2011; in the data active = response mostly above about 7.3%, no sharp cut-off; inactive = mostly below about 5.4%; note: actives read high; inactives centre near 0; some compounds called inactive have numbers as strong as hits; reference of the scale not given here
CDK5 p35 inh: inhibitors of human CDK5/p35 kinase, primary screen, biochemical, single concentration. Cyclin-dependent kinase 5 (Homo sapiens) + Cyclin-dependent kinase 5 activator 1 (Homo …. Recombinant CDK5/p35, ADP-Glo luminescence, 60 min. inhibition, % at 10 µM. 0.01% of 330,000 active;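 active = highest replicate inhibition of at least 50% and at least 75% of replicates reaching 50%; inconclusive = only one of the two criteria met; inactive = both criteria failed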;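 note: plate controls were DMSO neutral control for no effect and GW8510 at 10 µM for full effect; many of its hits are not listed in these tables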
Target sequence (Q00535 whole entry, looked up): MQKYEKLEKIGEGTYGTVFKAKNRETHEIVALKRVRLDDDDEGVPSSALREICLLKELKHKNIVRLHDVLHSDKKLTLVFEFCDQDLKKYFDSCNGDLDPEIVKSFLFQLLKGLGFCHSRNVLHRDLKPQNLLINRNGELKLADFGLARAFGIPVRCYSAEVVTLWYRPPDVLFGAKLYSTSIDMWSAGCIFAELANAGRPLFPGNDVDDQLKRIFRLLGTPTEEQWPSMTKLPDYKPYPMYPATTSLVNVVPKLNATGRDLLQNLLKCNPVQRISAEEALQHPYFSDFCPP
Target sequence (Q15078 whole entry, looked up): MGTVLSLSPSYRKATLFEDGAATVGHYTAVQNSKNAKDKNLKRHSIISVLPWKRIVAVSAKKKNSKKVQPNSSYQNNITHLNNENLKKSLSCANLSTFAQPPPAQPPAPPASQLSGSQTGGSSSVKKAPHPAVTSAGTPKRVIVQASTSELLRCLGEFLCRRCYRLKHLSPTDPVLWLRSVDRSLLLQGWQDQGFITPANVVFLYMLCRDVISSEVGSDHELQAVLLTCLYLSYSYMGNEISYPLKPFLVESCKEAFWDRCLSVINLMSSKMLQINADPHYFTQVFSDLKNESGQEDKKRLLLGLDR
HTR5A inv ctr: HTR5A inverse agonists in luminescence cell assay, primary screen, counter-screen for OPRM1-OPRD1 heterodimer inverse agonist project, full-deck HTS; 5-hydroxytryptamine receptor 5A (Homo sapiens), P47898; HTR5A cell line, inverse agonism; 0.083% of 340,000 active; inhibition, % at 9.3 µM; in the data active = inhibition mostly above about 23%, no sharp cut-off; inactive = mostly below about 18%;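 note: 0% = cells with DMSO and 100% = no-cell wells with DMSO; some compounds called inactive have numbers as strong as hits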
Starred values were filed as active, the others as inactive; ? = inconclusive; nt = not tested or not shown.

SMILES	Wnt bcat act	HTR5A ag ctr	SR-BI HDL uptake	PvdQ acylase	MITF TRPM1 HTS	dFosB act	NSD2 inh	V-ATPase pHluor	CDK5 p35 inh	HTR5A inv ctr
COc1ccc(OCC(=O)NC2CC(C)(C)NC(C)(C)C2)cc1	nt	3.4	45.0	-15.0	8.7	-10.9	-0.2	4.6	-4.9	-8.8
O=[N+]([O-])c1ccc(COc2ccc(CN3CCOCC3)cc2)cc1	10.3	-0.7	-5.8	-28.4	52.1	2.4	nt	5.3	-3.6	2.4
O=S(=O)(Nc1cc(F)ccc1F)c1cccc2nonc12	1.7	2.4	-3.8	-14.6	-3.2	1.4	3.1	-3.9	1.1	9.3
CN(Cc1ccccc1)C(=O)c1ccc(NC(=O)Cc2ccc(NC(=O)C3CCCN(S(=O)(=O)c4cccc([N+](=O)[O-])c4)C3)cc2)cc1 (centres undefined)	-5.6	2.5	18.5	-3.9	-20.3	2.5	nt	2.6	-2.0	-9.1
COc1ccc(CC(=O)NC(C)c2ccc(Cl)c(Cl)c2)cc1S(=O)(=O)N1CCOCC1 (centres undefined)	-2.3	2.6	4.6	0.9	6.7	-9.0	-1.0	2.4	-0.8	-5.7
Cc1cc(C)nc(-n2nc(C)c(Sc3ccc(F)cc3)c2N)n1	20.8	-4.4	-7.1	-16.1	56.1	-1.2	nt	2.8	-0.1	11.4
Cc1cccc(OCCCC(=O)NNC(=O)c2ccc(F)cc2)c1	-1.6	0.5	-15.2	-12.9	4.5	3.8	0.2	1.6	-1.4	-1.2
O=C(NNC(=O)C1CCC1)c1ccccc1	-1.9	0.6	-3.2	5.6	nt	2.2	4.5	-1.0	-1.4	19.6
CS(=O)(=O)N1CCC2CC1c1cc(-c3ccccc3)ccc12 (centres undefined)	-1.3	1.5	3.9	-3.2	5.6	-5.5	nt	-0.2	0.6	-5.1
Cc1n[nH]c(C)c1C(=O)CC1(O)C(=O)N(CCc2ccccc2)c2ccc(Br)cc21 (centres undefined)	nt	10.4	-8.1	-5.7	-7.3	-13.1	14.0	1.1	0.3	-16.8
COc1ccc(NCc2nn(CC(=O)c3ccc(Br)cc3)c3[n+]2CCCCC3)cc1	1.1	1.5	3.2	-13.4	-0.7	-1.3	31.1	-2.0	1.1	2.1
CN(Cc1ccccc1)C(=O)c1cccc(NC(=O)Cc2ccc(NC(=O)C3CCN(C(=O)C4CCCC4)CC3)cc2)c1	-0.9	6.2	65.7	12.7	-4.1	-0.4	nt	0.0	0.4	-23.4
CCOC(=O)Nc1nc(-c2ccc(F)cc2F)cs1	nt	-0.5	30.7	21.6	29.5	-0.2	-0.9	1.4	1.2	1.8
CCOC(=O)C1(Cc2cccc(OC)c2)CCCN(Cc2cc(C(C)C)n[nH]2)C1 (centres undefined)	-1.9	15.7*	-10.2	3.2	7.8	-6.9	1.8	3.5	-1.5	-20.5
CCOc1ccc(Nc2cc(C)nc(-n3nc(C)cc3C)n2)cc1	-19.8	4.0	5.0	7.2	-42.5	-6.9	17.9	-2.9	0.8	12.4
CCOC(=O)c1[nH]c2c(c1C)C(=O)CC(c1ccc(F)cc1)C2 (centres undefined)	-7.4	1.3	?	-14.2	-10.3	20.8*	nt	-0.7	0.8	-3.6
COc1cc(OC)cc(C(=O)OCCCOC(=O)c2cc(OC)cc(OC)c2)c1	-0.9	11.0	18.4	-2.3	4.7	-5.2	-3.4	-4.9	-1.2	-3.7
CC1(c2nnc(-c3ccncc3)o2)CC(c2ccccc2)=NO1 (centres undefined)	-5.2	4.6	-21.9	-10.8	-0.4	-2.1	nt	4.3	-7.6	-11.7
NC(=O)C1CCN(C(=O)C(=O)c2cn(CC(=O)N3CCCCCC3)c3ccccc23)CC1	3.5	-0.5	6.3	-6.7	-8.6	0.3	4.0	2.4	1.0	-5.1
COCC(C)OC(=O)/C(C#N)=C\c1coc2ccc(C)cc2c1=O (centres undefined)	-0.4	5.9	-12.8	-6.0	2.6	-0.9	50.4*	-23.7	-2.9	-1.4
COC(=O)c1ccc(NC(=O)c2snnc2-c2ccccc2)cc1	2.6	-3.3	-13.3	-12.3	-12.3	-10.6	-1.2	8.2*	0.7	2.4
O=C(c1ccc(F)cc1)N1CCN(C2CCCCC2)CC1	-0.4	-7.3	-1.7	3.1	nt	4.7	-4.3	-1.7	0.2	25.0
COc1cccc(C(=O)NNC(=O)c2cccc3ccccc23)c1	-3.2	-3.3	15.5	-14.6	23.1	1.6	-0.8	2.1	1.0	11.8
CCn1c(CSc2nc3ccccc3s2)nnc1SCC(=O)NCC(=O)OC	nt	2.5	1.5	-13.8	8.5	-8.2	0.9	0.5	-3.9	3.3
O=C(NCCCN1CCCC1=O)c1c(O)nc2ccccn2c1=O	1.6	2.0	-3.8	-17.0	1.0	-0.2	-3.1	-0.3	nt	-19.3
CCCc1nn(C)c(C(=O)Nc2cccc(Cl)c2)c1Cl	-8.8	1.0	35.9	-14.9	6.0	1.3	-3.8	4.0	0.3	-2.7
COc1ccc(NC(=O)CSc2nccc(C)n2)cc1	-0.3	6.5	-24.9	-14.9	-4.5	-2.1	1.1	1.7	-0.5	12.1
CCc1nn(CCCC(=O)Nc2ccc(C)cc2C)c(=O)c2cc3occc3n12	2.3	0.2	68.2	-14.6	6.2	-5.7	-1.1	1.3	nt	-15.3
O=C(Cc1ccc(S(=O)(=O)N2CCOCC2)s1)Nc1ccc(Br)c(C(F)(F)F)c1	2.2	-1.7	-43.4	-16.5	17.8	-12.6	-4.5	1.2	-0.5	8.7
Cc1nn(Cc2ccc([N+](=O)[O-])cc2)c(=O)n1-c1ccccc1	-5.8	-6.7	1.4	-11.5	-10.1	-6.3	2.3	-0.6	-2.0	17.5
CC(=O)Nc1ccc(-c2csc(Nc3cccc(C)n3)n2)cc1	47.7*	2.6	52.7	3.6	87.0*	-9.1	0.1	6.6	2.4	-7.7
O=C1C(Cc2ccccc2O)NC(=S)N1c1ccccc1 (centres undefined)	3.0	-7.2	nt	-6.7	4.5	-2.2	1.4	0.6	-0.8	-0.7
O=C1c2ccccc2S(=O)(=O)c2cc(C(=O)N3CCN(c4c(Cl)cncc4Cl)CC3)ccc21	-3.1	-0.8	36.3	-6.7	-8.8	8.5	nt	3.6	-1.0	2.3
COc1ccc2c(c1OC)C[N+]1([O-])CCc3cc4c(cc3C1C2)OCO4 (centres undefined)	0.0	-2.4	-26.6	-7.9	-3.7	-4.9	nt	-1.6	-1.8	6.0
CN(C(=O)COC(=O)COc1ccccc1F)C1CCS(=O)(=O)C1 (centres undefined)	0.3	2.9	-28.0	-2.7	6.5	1.5	5.1	-0.6	0.4	-27.3
CCCN1Cc2cccc(C(=O)NCc3ccccc3OC)c2C1=O	-1.2	3.1	8.1	6.1	nt	-14.3	-1.4	2.0	-0.7	37.0*
N=c1c2cn[nH]c2nc(SCC(=O)c2ccc(Br)cc2)n1-c1ccc(Br)cc1	0.0	-1.3	-3.8	7.2	-0.4	?	-5.9	0.5	3.0	3.5
O=c1c(Cl)c(NCc2ccc(F)cc2Cl)cnn1C12CC3CC(CC(C3)C1)C2	-3.0	7.6	58.3	-15.3	1.6	-11.9	-2.8	3.8	0.3	-0.3
O=S(=O)(c1ccc(-c2csc(-c3cccnc3)n2)cc1)N1CCCCC1	-1.4	2.8	25.0	16.0	5.7	-11.7	-0.3	-3.4	-0.8	-7.4
O=C(COC(=O)/C=C/c1ccc(Cl)cc1Cl)Nc1cc(C(F)(F)F)ccc1N1CCOCC1	-2.9	-3.0	-0.5	-19.0	7.9	-11.7	-1.0	2.0	-1.0	8.1
COc1ccc(NC(=O)c2cn(-c3ccccc3)nc2SC)cc1	4.4	-1.1	22.5	-4.1	31.0	-1.6	-0.4	3.4	0.7	6.5
COc1cc(S(=O)(=O)NCC2OCCc3ccccc32)ccc1-n1cnnn1 (centres undefined)	nt	0.3	-31.3	6.4	-4.8	6.6	-0.3	0.1	1.7	-1.0
CC1CCCCN1S(=O)(=O)c1ccc(C(=O)Nc2nnc(-c3ccco3)o2)cc1 (centres undefined)	-2.9	-2.6	-20.9	-9.8	-12.2	-4.8	-1.4	2.4	-2.3	9.4
Cn1cccc1C(C#N)c1ncc(C(F)(F)F)cc1Cl (centres undefined)	-1.8	-0.6	26.9	-0.8	-6.0	-2.9	-4.3	-1.1	-0.9	2.5
CC(C)c1ccc(-c2nc3ccccc3s2)cc1	-20.5	-6.7	nt	-7.2	-92.9	-9.1	-0.9	0.5	1.7	5.1
Cc1ccc2c(CC(=O)NCC3COc4ccccc4O3)coc2c1 (centres undefined)	-3.6	2.8	-4.1	-10.8	-2.6	-9.9	-0.2	0.9	-1.3	-6.1
COc1ccc(NC(=O)Nc2ccc3c(c2)C(=O)N([C@H](C)CO)C[C@H](C)[C@@H](CN(C)C(=O)Nc2ccc(C(F)(F)F)cc2)O3)cc1	-5.1	0.5	20.7	-7.6	1.9	-11.0	nt	-4.7	0.0	-1.2
CCNC(=S)NNC(=O)c1cccs1	nt	-0.1	-25.9	5.0	-5.7	4.9	-2.4	-0.3	-1.6	12.1
Cc1ccccc1NC(=O)c1sc(Cl)nc1-c1ccccc1	nt	-1.0	32.4	-8.8	-1.2	-5.0	-10.6	5.9	-1.4	-5.8
O=C1COc2ccc(C(=O)COC(=O)c3ccc(S(=O)(=O)C(F)F)cc3)cc2N1	-0.7	-2.3	-0.3	-10.7	0.1	-1.0	7.3	4.4	-1.2	5.9
CC(=O)Nc1cccc(OC(=O)N2CCOCC2)c1	nt	-1.3	-22.1	-7.4	-17.3	-12.4	nt	-4.1	-0.2	-3.3
O=C1/C(=C/c2cccc(Br)c2)SC(=S)N1CCC(=O)N(CCO)c1ccccc1	-0.6	-3.1	-1.9	-16.5	14.7	-10.6	1.6	-2.3	1.4	-13.9
O=C(NC(=S)Nc1cccc2ncccc12)c1cccs1	3.0	-4.9	3.9	5.9	0.9	-12.9	-0.6	5.2	0.0	14.0

Screens from PubChem.
